Compound activity from PubChem BioAssay.
LYPLA1 inh: counter-screen for PME1 inhibitors: inhibitors of human LYPLA1; O75608; recombinant LYPLA1, FP-Rh probe fluorescence polarization; inhibition, % at 5.9 µM; 320,000 tested, 0.16% active; AID 2174;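 active = inhibition above the mean of all tested compounds plus 3 SD, set per campaign, cut at about 14% in these data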;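 also: inhibitors block serine hydrolase probe labeling of LYPLA1 so polarization falls; 0% = enzyme with DMSO and 100% = wells lacking LYPLA1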
PREPL inhibitor: inhibits the human prolyl oligopeptidase-like enzyme; inhibition, % at 5.96 µM; 320,000 tested, 0.68% active; recombinant PREPL, fluorescence polarization activity-based probe; AID 2751; in the data active = inhibition above about 43%;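 also: 0% = enzyme with DMSO and 100% = wells lacking enzyme; many of its hits are not listed in these tables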
GSTO1 counter: counter-screen for RBBP9 inhibitors: inhibitors of human GSTO1 | P78417 | recombinant GSTO1, activity-based probe fluorescence polarization | inhibition, % at 5.96 µM | 300,000 tested, 1.1% active | AID 1974;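 active = inhibition above the campaign mean inhibition plus 3 SD, cut at about 35% in these data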;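 also: 0% = GSTO1-1 with DMSO and 100% = wells lacking GSTO1-1 enzyme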
LYPLA2 counter: LYPLA2 (human) inhibition in PME1 counter-screen. 320,000 tested, 0.38% active. recombinant LYPLA2, FP-Rh probe fluorescence polarization. inhibition, % at 5.9 µM. AID 2177;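 active = inhibition above the screen-wide mean plus 3 SD, limit set per campaign, cut at about 26% in these data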;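 also: 0% = LYPLA2 with DMSO and 100% = wells lacking LYPLA2 enzyme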
PAFAH1B2 FP inh: blocks human PAF acetylhydrolase 1b catalytic subunit 2. recombinant PAFAH1B2, FP-rhodamine activity probe, fluorescence polarization. inhibition, % at 3.39 µM. 340,000 tested, 1.2% active. AID 492953;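 active = inhibition above the mean of all tested compounds plus 3 SD, cut at about 24% in these data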;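 also: 0% = enzyme with DMSO and 100% = wells lacking PAFAH1B2; many of its hits are not listed in these tables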
PAFAH2 inh: PAFAH2 (human) inhibition | 340,000 tested, 0.99% active | inhibition, % at 3.39 µM | recombinant PAFAH2, FP-rhodamine activity probe, fluorescence polarization | Q99487;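 active = inhibition above the mean over all tested compounds plus 3 SD, cut at about 30% in these data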;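 also: inhibitors block probe labeling of enzyme so polarization drops; 0% = enzyme with DMSO and 100% = wells lacking PAFAH2 protein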
PAD4 inh: PAD4 (human) enzyme inhibition; recombinant PAD4, RCA probe fluorescence polarization; inhibition, % at 6.36 µM; 330,000 tested, 0.41% active; AID 485272;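 active = percent inhibition above a cutoff equal to the mean of all tested compounds plus 3 SD, cut at about 15% in these data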;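 also: 0% = PAD4 with RCA probe and DMSO and 100% = probe without PAD4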
Target sequence (Q9UM07 whole entry, looked up): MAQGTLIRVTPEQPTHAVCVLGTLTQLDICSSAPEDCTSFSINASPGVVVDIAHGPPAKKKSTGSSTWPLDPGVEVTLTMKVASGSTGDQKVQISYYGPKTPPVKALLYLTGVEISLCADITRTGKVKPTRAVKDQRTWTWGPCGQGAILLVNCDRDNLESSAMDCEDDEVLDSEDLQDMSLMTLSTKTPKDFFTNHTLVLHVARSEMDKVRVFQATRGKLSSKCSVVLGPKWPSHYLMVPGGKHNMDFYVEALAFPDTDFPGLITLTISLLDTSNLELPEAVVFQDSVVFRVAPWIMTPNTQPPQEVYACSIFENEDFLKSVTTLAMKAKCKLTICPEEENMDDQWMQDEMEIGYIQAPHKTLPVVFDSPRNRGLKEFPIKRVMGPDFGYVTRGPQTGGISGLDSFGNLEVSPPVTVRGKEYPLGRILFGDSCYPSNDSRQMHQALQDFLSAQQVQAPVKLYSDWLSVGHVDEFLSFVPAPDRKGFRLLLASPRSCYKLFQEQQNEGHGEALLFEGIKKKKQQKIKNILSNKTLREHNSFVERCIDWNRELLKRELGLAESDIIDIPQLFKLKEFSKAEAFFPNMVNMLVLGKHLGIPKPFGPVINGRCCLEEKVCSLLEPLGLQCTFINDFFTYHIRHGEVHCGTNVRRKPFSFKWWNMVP
PAFAH1B3 FP inh: inhibitors of human PAFAH1B3; Q15102; recombinant PAFAH1B3, FP-rhodamine probe, fluorescence polarization; inhibition, % at 3.39 µM; 340,000 tested, 0.28% active;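 active = inhibition above the screen-wide average of all tested compounds plus 3 SD, cut at about 25% in these data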;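 also: 0% = enzyme with DMSO only and 100% = wells lacking PAFAH1B3 protein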
pPAFAH FP inh: inhibitors of human plasma PAF acetylhydrolase (pPAFAH) | Q13093 | recombinant pPAFAH, FP-rhodamine probe fluorescence polarization | inhibition, % at 3.39 µM | 330,000 tested, 1.5% active;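 active = inhibition above the mean inhibition across the screen plus 3 SD, cut at about 25% in these data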;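 also: inhibitors block binding of the rhodamine activity-based probe so polarization drops; 0% = enzyme with DMSO and 100% = wells lacking pPAFAH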
Target sequence (Q13093 whole entry, looked up): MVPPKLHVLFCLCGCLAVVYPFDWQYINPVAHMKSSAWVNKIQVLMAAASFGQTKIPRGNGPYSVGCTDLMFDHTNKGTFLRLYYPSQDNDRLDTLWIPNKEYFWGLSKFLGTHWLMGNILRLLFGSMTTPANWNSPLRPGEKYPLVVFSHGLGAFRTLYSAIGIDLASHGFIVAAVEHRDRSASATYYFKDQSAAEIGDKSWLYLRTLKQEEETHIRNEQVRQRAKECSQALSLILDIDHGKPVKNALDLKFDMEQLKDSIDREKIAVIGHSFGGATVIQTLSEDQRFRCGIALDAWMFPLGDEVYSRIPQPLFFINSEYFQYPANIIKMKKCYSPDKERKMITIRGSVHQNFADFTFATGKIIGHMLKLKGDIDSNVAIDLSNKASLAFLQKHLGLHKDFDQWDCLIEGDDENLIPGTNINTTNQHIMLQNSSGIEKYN
* marks the source's active call; other numbers are inactive results; nt = no result given.

SMILES	LYPLA1 inh	PREPL inhibitor	GSTO1 counter	LYPLA2 counter	PAFAH1B2 FP inh	PAFAH2 inh	PAD4 inh	PAFAH1B3 FP inh	pPAFAH FP inh
Cc1cccc(SCc2noc(C(=O)NC(C)C)c2C(=O)O)c1	-3	-1	-10	-3	6	12	-2	1	-4
N#CCCN(Cc1cccnc1)C(=S)NC1CC2C=CC1C2 (stereo unspecified)	-1	3	5	-2	4	4	0	1	-4
Cc1ccc(/C=N/NC(=O)CSc2nnc(-c3ccc(Cl)cc3)n2-c2ccccc2)o1	-2	30	-1	4	10	-5	-2	5	1
Cc1ccc(S(=O)(=O)N2CCN(C(=O)CSc3ccc(F)cc3)CC2)cc1	-2	-28	3	-3	26*	2	2	15	2
O=C(COC(=O)c1ccccn1)Nc1cccc(Cl)c1	4	13	0	4	-2	-2	-2	4	-1
Cc1ccc(S(=O)(=O)N2CCCCC2)cc1C(=O)N(C)CCOc1ccccc1	1	12	4	4	2	-1	-2	0	3
CCC(C)(O)c1[nH]c2ccc(C#N)cc2c1C (stereo unspecified)	-1	4	6	-9	-1	5	3	-1	-1
Cc1cccc(OCc2nnc(SCC(=O)OC3CCCCC3)o2)c1	-3	8	5	-5	6	-14	0	0	7
CC(C)CCN1C(=O)c2ccc(C(=O)OCC(=O)N(CC(C)C)C3CCS(=O)(=O)C3)cc2C1=O (stereo unspecified)	nt	7	nt	nt	2	-3	-7	-9	0
CCN(CC(=O)NCc1ccc(Cl)cc1)C(=O)CSc1ccc(Br)cc1	0	-36	-2	1	26*	11	1	3	9

The list goes on, overlapping the part above by 2 compounds.
SMILES	LYPLA1 inh	PREPL inhibitor	GSTO1 counter	LYPLA2 counter	PAFAH1B2 FP inh	PAFAH2 inh	PAD4 inh	PAFAH1B3 FP inh	pPAFAH FP inh
CC(C)CCN1C(=O)c2ccc(C(=O)OCC(=O)N(CC(C)C)C3CCS(=O)(=O)C3)cc2C1=O (stereo unspecified)	nt	7	nt	nt	2	-3	-7	-9	0
CCN(CC(=O)NCc1ccc(Cl)cc1)C(=O)CSc1ccc(Br)cc1	0	-36	-2	1	26*	11	1	3	9
CC(C(=O)N1CCc2ccccc21)N1CCN(c2cccc(C(F)(F)F)c2)CC1 (stereo unspecified)	1	-31	-1	3	2	1	-3	-7	1
COCCNC(=O)Cn1cc(C(=O)c2cccs2)c2ccccc21	-1	-1	2	-1	2	-2	-1	12	7
COc1ccc(CNC(=O)C2CCCN2S(=O)(=O)c2ccc(Cl)cc2)cc1 (stereo unspecified)	2	-1	6	12	-3	-3	-1	4	2
CC(C)OCCCNCC(O)c1ccccc1 (stereo unspecified)	4	6	0	0	-2	4	0	2	2
COc1ccc(OC)c(CNC(=O)C2CCCN(S(=O)(=O)N3CC(C)CC(C)C3)C2)c1 (stereo unspecified)	1	15	-3	-2	1	13	2	4	0
Cc1ccc(-c2nc(N)sc2CC(=O)OCC(=O)NC2CCCC(C)C2C)cc1 (stereo unspecified)	5	9	16	7	10	22	-5	-2	14
CC(C)C(C(=O)Nc1nccs1)c1ccc(Cl)cc1 (stereo unspecified)	0	-17	2	-1	36*	10	-5	8	0
Cc1c(Cl)cccc1NC(=S)NCc1cccs1	-2	-12	4	-2	3	-1	1	0	-2
CC1CCN(CC(=O)Nc2ccccc2Sc2ccccc2)CC1	2	3	2	2	3	0	2	16	6
COc1ccc(C(=O)Nc2ccnn2C2CCN(C(=O)c3cc(C)on3)CC2)cc1	1	2	4	13	1	-1	-8	13	3
CNC(C)c1cc(OC)ccc1OC (stereo unspecified)	-6	0	-3	1	1	0	-2	-1	7
CC(=O)c1sc(NC(=O)CCCc2nc3ccccc3c(=O)[nH]2)nc1-c1ccccc1	0	-1	nt	2	-2	-1	2	-1	-1
Cc1noc(C)c1NC(=O)Nc1ccc2c(c1)C(=O)N([C@H](C)CO)C[C@H](C)[C@@H](CN(C)S(=O)(=O)c1ccccc1)O2	nt	15	nt	nt	2	4	-1	6	1
Cc1cc2ccccn2c1C(=O)Nc1cccc(Cl)c1	0	9	7	1	5	-2	-3	9	0
Cc1ccc(C23CC4CC(CC(CC(=O)NC(C)(C)CO)(C4)C2)C3)cc1	3	1	4	-1	-1	3	-6	7	4
COc1ccccc1-c1noc(-c2cccs2)n1	-1	2	5	-5	-1	-7	2	3	-2
CC(=O)Nc1ccc(NC(=O)C(C)OC(=O)C(C)SCC(=O)Nc2ccc(C)cc2)cc1 (stereo unspecified)	1	10	4	-1	-2	-2	-5	13	-3
Cc1c(Cl)cccc1NC(=O)CC1Sc2ccccc2NC1=O (stereo unspecified)	2	0	-3	-1	0	-3	3	8	-1
CCOc1ccc(CN(C)C(=O)CNC(=O)c2ccc3ccccc3c2)cc1OC	2	13	7	2	9	-2	-4	4	1
O=C(CCc1nnc2ccc(NCc3ccccc3)nn12)NC1CCCCC1	0	14	-5	3	-3	-4	-5	-8	0
Cc1ccc(C(=O)NNC(=O)Cc2ccccc2)cc1	7	16	5	4	1	-3	-1	-4	2
Cc1ccccc1OCC(O)CN1C(=O)c2ccccc2C1=O (stereo unspecified)	-6	10	3	1	3	-3	3	4	2
O=C(CN1CCN(S(=O)(=O)c2ccccc2)CC1)N1CCc2ccccc21	-1	-37	nt	5	5	3	6	7	2
Cn1c(Oc2ccc3c(c2)OCO3)nc2c1c(=O)n(Cc1ccccc1)c(=O)n2C	-1	15	-1	3	5	0	-6	-4	0
CC(CCc1ccccc1)NC(=O)CCNC(=O)Cn1ccc2ccccc2c1=O (stereo unspecified)	-1	3	1	1	-2	-1	2	8	0
O=C(COCc1cc(-c2ccc3c(c2)OCO3)on1)N1CCN(c2ccccc2)CC1	2	-9	-1	6	7	10	-2	1	14
COc1ccccc1N1CCN(C(=O)CCC(=O)N2CCN(c3ccccc3OC)CC2)CC1	1	15	-8	-1	-1	-1	-2	12	-5
CCN(CC)C(=O)C(=O)N/N=C/c1cccs1	2	-3	1	-5	0	0	-1	13	2
Cc1ccccc1NC(=O)Cc1nnc(SCC(=O)c2ccc(Br)cc2)n1C	-3	-3	29	3	3	-5	-2	10	3
Cn1c(=O)cc(C(=O)N/N=C/c2ccc(Cl)cc2)[nH]c1=O	0	-3	-6	5	nt	nt	-4	nt	2
CC(=O)c1cccc(NC(=O)C2CCN(S(=O)(=O)c3ccc(C)cc3)CC2)c1	1	-2	6	0	4	3	-7	5	4
CN(c1ccccc1)c1ccc(/C=N/N2CCOCC2)cc1	0	-1	0	2	2	1	-4	12	8
NS(=O)(=O)c1ccc(CNC(=O)c2sccc2-c2ccccc2)cc1	-3	-2	2	1	6	-1	1	3	-5
OCCC1CN(Cc2cnn(-c3ccccc3Cl)c2)CCN1Cc1ccsc1 (stereo unspecified)	0	9	-3	-3	2	3	-2	8	-8
O=C(Nc1ccc(N2CCN(Cc3ccccc3F)CC2)cc1)c1ccc([N+](=O)[O-])o1	0	26	8	8	3	5	-9	8	8
COc1ccc(-c2c(-c3ccccc3OC)sc3ccccc23)cc1OC	4	27	2	0	-2	2	-2	5	7
Cc1cc(C)n(/N=C/c2ccccc2)c(=O)c1C#N	1	1	0	1	3	1	-3	-1	1
O=C(O)C(Cc1ccccc1)N1C(=O)c2ccccc2C1=O (stereo unspecified)	3	6	8	8	0	2	-1	3	4
N#Cc1ccccc1S(=O)(=O)N1CCN(Cc2c(O)ccc3ccccc23)CC1	-3	11	nt	-2	10	11	4	3	-1
Cc1nc(N)c(C#N)c(-c2ccccc2Cl)c1C	1	-8	3	3	0	-3	-6	2	5
O=C(Nc1ccccc1C(=O)N1CCN(CCO)CC1)c1cccc([N+](=O)[O-])c1	3	11	2	1	1	1	-8	2	-4
CCOC(=O)c1c(C)oc2ccc(O)c(CN(C)C)c12	4	9	2	5	2	-3	-3	8	7
O=C(N/N=C/c1cccc([N+](=O)[O-])c1)c1ccc2nc[nH]c2c1	5	0	6	7	1	-10	-4	1	0
Cc1[nH]ccc2c1[nH]c1cc(=O)ccc12	-4	-1	1	-2	0	0	2	10	4
O=C(O)c1ccc2c(c1)C(=O)N(C(Cc1ccc(O)cc1)C(=O)O)C2=O (stereo unspecified)	-1	1	-2	3	4	-6	-1	1	3
CC1=C(C(=O)OCc2ccccc2)N2C(=O)[C@@H](NC(=O)COc3ccccc3)[C@H]2SC1	1	5	-5	9	0	2	-9	7	6
CCOc1ccc(CCNC(=O)c2ccc(NC3=NC4CS(=O)(=O)CC4S3)cc2)cc1 (stereo unspecified)	-5	3	-3	-1	5	6	-2	6	11
Cc1cc(C)c(-c2csc(NC(=O)C3=NN(c4ccccc4)C(=O)CC3)n2)c(C)c1	-7	15	-2	-10	-7	-4	-1	-7	4
O=C(Nc1cc(Cl)ccc1-n1cncn1)c1cn2ccccc2n1	2	7	-10	4	2	-6	-8	3	-1
C=CCNC(=O)NS(=O)(=O)c1ccc(C)cc1	-1	-6	2	-2	-2	-1	1	1	4

Other structures follow.
SMILES	LYPLA1 inh	PREPL inhibitor	GSTO1 counter	LYPLA2 counter	PAFAH1B2 FP inh	PAFAH2 inh	PAD4 inh	PAFAH1B3 FP inh	pPAFAH FP inh
O=C(NC(=O)c1ccccc1)OCC(F)(F)F	1	-2	-5	-3	7	-6	-5	7	-5
Cc1ccc(O)c(NC(=O)c2cc(-c3ccco3)on2)c1	-4	-2	-4	-10	3	10	-3	2	9
Cc1ccccc1CN1C(=O)C2(OCCCO2)c2ccccc21	-1	2	1	-2	3	-7	2	11	0
Cc1ccc(NC(=O)CSc2nnc(CNC(=O)c3ccccc3F)o2)cc1	-7	-17	-1	-5	1	3	1	3	0
CCCC(=O)NC(=S)Nc1cc(-c2nc3ncccc3o2)ccc1C	-1	2	-7	3	2	3	-2	0	0
Cc1cccc(N2C(=O)CC(N3CCN(c4cccc(C(F)(F)F)c4)CC3)C2=O)c1 (stereo unspecified)	14	11	0	46*	7	4	-3	7	4
COc1ccc(CCn2c(C)cc(C(=O)CSc3nnc(N)s3)c2C)cc1	-1	-5	-3	-5	1	1	-4	12	0
COC(=O)N/N=C(C)\C=C\c1ccco1	-4	2	3	-2	-3	1	-4	-1	0
Clc1ccc2noc(-c3ccccc3)c2c1	3	-5	6	-2	-2	-4	-4	0	3
COc1nnc(-c2ccc(C)c(S(=O)(=O)NC(C)(C)CO)c2)c2ccccc12	1	-1	7	3	4	-6	-2	5	10
O=C(CNC(=O)c1ccccc1F)N/N=C\C=C\c1ccccc1	4	5	-1	2	-1	-24	-1	3	-2
C=CCn1c(SC/C=C/c2ccccc2)nnc1-c1sc(N)nc1C	-1	31	8	-6	6	0	1	7	3
CC(=O)NC1(c2ccc(F)cc2)CCN(C(=O)Nc2ccc(F)cc2F)CC1	-1	2	1	5	2	5	2	12	4
COc1ccc(-c2[nH]ncc2-c2ccc3c(c2)OCCO3)c(O)c1	-17	-5	-4	-10	-1	-2	-3	0	12
CC(=O)/C(N=Nc1ccc2c(c1)OCCO2)=C(\C)O	3	-1	10	4	-1	-8	0	-1	-1
O=C(COC(=O)Cc1ccc(Cl)cc1)Nc1cc(S(=O)(=O)N2CCOCC2)ccc1N1CCCC1	-2	25	4	2	5	-4	0	1	24
C#CCOCCOCCOCCNc1nc(N2CCN(C(=O)[C@H](CCC(=O)O)n3cc(CN)nn3)CC2)nc(N2CCN(C(=O)[C@H](CCCN=C(N)N)n3cc(C(N)[C@@H](C)CC)nn3)CC2)n1 (stereo partly specified)	nt	14	nt	nt	0	-5	-3	8	3
O=C(NCCc1csc(-c2cccnc2)n1)c1ccccc1Br	1	14	2	-2	7	2	-1	6	-3
Cc1ccccc1S(=O)(=O)Cc1ccc(C(=O)O)o1	-2	-4	5	-2	0	4	-5	2	6
O=C1S/C(=C\C=C\c2ccco2)C(=O)N1c1ccc(O)cc1	-8	7	24	-3	0	-4	-9	0	37*

Not all compounds are listed; rates above refer to the full screens.
